KOR beta-arrestin-1 – KOR antagonists, beta-arrestin recruitment, cell-based, luminescence, uHTS (AID 1778) | KOR beta-arrestin recruitment, luminescence, antagonist mode; higher % means a stronger effect | inhibition, % at 10 µM; hits with a dose series show IC50 in µM | 290,000 compounds, 0.091% hits; also: strong numbers were not always called active
Siah-1 displacement – Siah-1 peptide-binding antagonists, primary screen, biochemical, fluorescence polarization, rhodamine-plectin, uHTS (AID 1817); Siah-1 / rhodamine-plectin peptide fluorescence polarization; higher % means a stronger effect; displacement, % at 20 µM, or IC50 in µM where a hit was titrated; 290,000 compounds, 0.02% hits;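 active = displacement of at least 50% at 20 µM, with a fluorescence ratio check between 0.3 and a set limit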;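 also: plate controls were Siah plus tracer with DMSO for no effect and tracer alone without Siah for full effect; strong numbers were not always called active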
NOD2 inhibition – inhibition of NOD2-driven NF-kB reporter – cell-based, luminescence, uHTS, HEK293 (AID 1566) | HEK293 NOD2/NF-kB luciferase reporter, luminescence; higher % means a stronger effect | inhibition, % at 4 µM, or EC50 in µM where a hit was titrated | 290,000 compounds, 0.63% hits; also: many of its hits are not listed in these tables
PhoP inhibition – PhoP-dependent GFP reporter repression – Salmonella Typhimurium, primary screen (AID 1863); S. Typhimurium PhoP-regulated promoter GFP reporter, 4 h; higher % means a stronger effect; one-dose inhibition, % at 50 µM; IC50 in µM for titrated hits; 300,000 compounds, 0.16% hits;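 active = inhibition over 29.93%, a cutoff 3 SD above the screen mean, later confirmed by dose response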;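 also: 0% = low Mg2+ inducing control and 100% = high Mg2+ repressing control; strong numbers were not always called active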
NOD1 inhibition – NOD1 signaling inhibitors, primary screen, cell-based, luminescence, uHTS (AID 1578); NOD1-driven NF-kB luciferase reporter cells, luminescence; higher % means a stronger effect; inhibition, % at 4 µM; hits with a dose series show EC50 in µM; 290,000 compounds, 1% hits; in the data active = inhibition mostly above about 36%, no sharp cut-off; inactive = mostly below about 34%;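 also: HEK-293T reporter cells stimulated with the NOD1 agonist gamma-tri-DAP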
KOR beta-arrestin-2 – kappa opioid receptor activators – cell-based, luminescence, uHTS, primary screen (AID 1777); KOR beta-arrestin recruitment, luminescence; higher % means a stronger effect; activation, % at 10 µM; hits with a dose series show EC50 in µM; 280,000 compounds, 0.02% hits; in the data active = activation above about 50%, passing the limit was not always enough; also: a part of the inactive calls stands beside numbers as strong as those of hits
LYP inhibition – inhibitors of LYP phosphatase, biochemical, fluorescence intensity, uHTS (AID 1779); one-dose inhibition, % at 11.5 µM; IC50 in µM for titrated hits; 290,000 compounds, 0.054% hits; recombinant LYP phosphatase, fluorescence intensity; higher % means a stronger effect;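 also: plate controls were vehicle with enzyme for no effect and no enzyme for full effect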
HIV peptide binding – cell-free HIV fusion peptide-binding blockers – biochemical, uHTS, fluorescence dequenching, primary screen (AID 1986). cell-free peptide binding, fluorescence dequenching, 30 min; higher % means a stronger effect. inhibition, % at 20 µM, or IC50 in µM where a hit was titrated. 290,000 compounds, 0.3% hits; in the data active = inhibition mostly above about 52%, no sharp cut-off; inactive = mostly below about 76%; also: some results filed as inactive read as strong as hits
Myeloid diff 2 – compounds promoting myeloid differentiation | ER-HoxA9 myeloid progenitors, lysozyme-GFP differentiation, flow cytometry | calls only at 10 µM | 360,000 compounds, 1% hits;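 active = normalized GFP-positive differentiation at or above the plate's own cutoff, the solvent-only control mean plus 3 SD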;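 also: cells exposed to compound for four days before flow analysis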
Myeloid diff 2 GFP+ MAC1+ % – further read-out of Myeloid diff 2, marked with its call; GFP+ MAC1+ double positive, %; measured here: differentiation confirmed by MAC1 staining
The depositor's hits bear a star; i = inactive; / = not tested or not shown; + = active, no number; [ ] = dose if it differs, or a comment. Rule as the data show it, unless noted: active = inhibition above about 50%; inactive = the rest. Only part of the results is shown; count on the stated rates, not on these rows.

SMILES | KOR beta-arrestin-1 | Siah-1 displacement | NOD2 inhibition | PhoP inhibition | NOD1 inhibition | KOR beta-arrestin-2 | LYP inhibition | HIV peptide binding | Myeloid diff 2 | Myeloid diff 2 GFP+ MAC1+ %
COc1ccc(OCC(=O)N/N=C(\C)c2cc3ccccc3o2)cc1 | 14% | 2% | -54% | -4% | -50% | -0.8% | -2% | -0.6% | i | 0.2
CSc1ccccc1NC(=O)c1ccc(Cl)s1 | 2% | -6% | -15% | 10% | -20% | -1.6% | -10% | -2.2% | i | 4.4
Cc1ccc(NC2CCCN(C(=O)c3cn4cccc(C)c4n3)C2)cc1C (stereo not given) | 4% | 0% | -7% | -2% | -29% | -4.0% | -1% | 0.9% | i | 4.9
CCOC(=O)c1c(N)sc(=S)c2c1CCC2 | -45% | -5% | 2% | -1% | -16% | -2.7% | -14% | -2.5% | i | 0.2
NS(=O)(=O)c1ccc(CCNC(=O)C(=O)NCC2OCCN2S(=O)(=O)c2cc(F)ccc2F)cc1 (stereo not given) | -26%[20 µM] | 0% | 13% | / | 18% | 2.8% | -5% | 0.8% | i | 1.8
CC(C)OC(=O)c1ccc(NC(=O)c2ccco2)cc1 | 1% | -1% | -33% | 1% | -50% | -1.0% | -7% | -0.1% | i | 2.2
Cc1ccc(C(=O)N/C(=C\c2ccc3c(c2)OCO3)C(=O)N2CCOCC2)cc1 | -1% | 14% | 12% | -6% | -9% | 2.1% | -4% | 1.1% | i | 1.2
CCOC(=O)C1CCN(C(=O)c2ccc(NS(=O)(=O)c3ccc(F)cc3C)cc2)CC1 | 18% | 1% | 12% | 2% | -32% | -2.5% | -5% | -1.6% | i | 0.8
COc1ccc(C2CC(c3c(-c4ccccc4)c4cc(Cl)ccc4[nH]c3=O)=NN2S(C)(=O)=O)cc1 (stereo not given) | -89% | 6% | -8% | 7% | -4% | 2.9% | 5% | 1.1% | i | 0.9
CCn1c(SCC(=O)c2ccccc2)nnc1-c1ccoc1C | -13% | -1% | -5% | -2% | -2% | 12% | -8% | 1.2% | i | 0.6
COc1ccc(/C=c2\sc3nc(=O)c(C)nn3c2=O)c(OC)c1 | -14% | 5% | 13% | -2% | -1% | -1.5% | 3% | 16% | i | 0.8
COc1ccc(OCC(=O)NNC(=O)C(=O)Nc2cc(OC)ccc2OC)cc1 | 2% | -7% | 16% | -7% | -11% | 1.7% | -3% | -2.5% | i | 5.3

Ordered by length of the SMILES (largest number first): part of the list above
SMILES | KOR beta-arrestin-1 | Siah-1 displacement | NOD2 inhibition | PhoP inhibition | NOD1 inhibition | KOR beta-arrestin-2 | LYP inhibition | HIV peptide binding | Myeloid diff 2 | Myeloid diff 2 GFP+ MAC1+ %
CCOC(=O)C1CCN(C(=O)c2ccc(NS(=O)(=O)c3ccc(F)cc3C)cc2)CC1 | 18% | 1% | 12% | 2% | -32% | -2.5% | -5% | -1.6% | i | 0.8
COc1ccc(/C=c2\sc3nc(=O)c(C)nn3c2=O)c(OC)c1 | -14% | 5% | 13% | -2% | -1% | -1.5% | 3% | 16% | i | 0.8
CCn1c(SCC(=O)c2ccccc2)nnc1-c1ccoc1C | -13% | -1% | -5% | -2% | -2% | 12% | -8% | 1.2% | i | 0.6

Returning to the listing; the six compounds before the break are reprinted first.
SMILES | KOR beta-arrestin-1 | Siah-1 displacement | NOD2 inhibition | PhoP inhibition | NOD1 inhibition | KOR beta-arrestin-2 | LYP inhibition | HIV peptide binding | Myeloid diff 2 | Myeloid diff 2 GFP+ MAC1+ %
Cc1ccc(C(=O)N/C(=C\c2ccc3c(c2)OCO3)C(=O)N2CCOCC2)cc1 | -1% | 14% | 12% | -6% | -9% | 2.1% | -4% | 1.1% | i | 1.2
CCOC(=O)C1CCN(C(=O)c2ccc(NS(=O)(=O)c3ccc(F)cc3C)cc2)CC1 | 18% | 1% | 12% | 2% | -32% | -2.5% | -5% | -1.6% | i | 0.8
COc1ccc(C2CC(c3c(-c4ccccc4)c4cc(Cl)ccc4[nH]c3=O)=NN2S(C)(=O)=O)cc1 (stereo not given) | -89% | 6% | -8% | 7% | -4% | 2.9% | 5% | 1.1% | i | 0.9
CCn1c(SCC(=O)c2ccccc2)nnc1-c1ccoc1C | -13% | -1% | -5% | -2% | -2% | 12% | -8% | 1.2% | i | 0.6
COc1ccc(/C=c2\sc3nc(=O)c(C)nn3c2=O)c(OC)c1 | -14% | 5% | 13% | -2% | -1% | -1.5% | 3% | 16% | i | 0.8
COc1ccc(OCC(=O)NNC(=O)C(=O)Nc2cc(OC)ccc2OC)cc1 | 2% | -7% | 16% | -7% | -11% | 1.7% | -3% | -2.5% | i | 5.3
CCCN1CCc2c(sc3nc(SCC)n(-c4ccccc4)c(=O)c23)C1 | 20% | 2% | -1% | / | -3% | -3.0% | -1% | 15% | + | 3.9*
Cc1c(C(=O)OCCOc2ccccc2)[nH]c2c1C(=O)CCC2 | -25% | 4% | -171% | -8% | 20% | -5.5% | -12% | 0.0% | i | 0.9
CN(Cc1ccc(F)cc1)C(=O)COc1ccccc1-c1ccccc1 | 2% | 11% | -12% | 14% | -23% | -1.1% | -3% | 1.6% | i | 0.6
C=CCn1c(=NC(=O)CN2C(=O)CCC2=O)sc2cc(S(N)(=O)=O)ccc21 | -1% | -3% | 5% | 17% | -11% | -1.1% | -3% | -2.5% | i | 0.3
O=C(Cn1c2[n+](c3ccc(C(F)(F)F)cc31)CCCCC2)c1cccc([N+](=O)[O-])c1 | -28% | 2% | 1% | 5% | -44% | 1.2% | -3% | -1.7% | i | 0.2
CC1Oc2ccccc2N(CC(=O)NCCc2ccccc2)C1=O (stereo not given) | -37% | -1% | 0% | -1% | -9% | -1.3% | -7% | -1.3% | i | 1.2
CCOC(=O)c1[nH]c2ccc(F)cc2c1NC(=O)CN1CCN(C/C=C/c2ccccc2)CC1 | 0% | 1% | 7% | 2% | -26% | -1.4% | 1% | 1.9% | i | 0.2
CCn1c2ccccc2c2cc(C3C(C#N)=C(N)OC4=C3C(=O)CC(C)(C)C4)ccc21 (stereo not given) | -6% | 0% | 8% | / | 6% | 2.2% | 8% | -3.9% | / | /
O=C(Cc1ccccc1)NNC1CC(=O)N(c2ccc(Cl)cc2)C1=O (stereo not given) | -38%[20 µM] | 0% | 12% | 2% | -30% | -4.3% | -6% | 0.4% | i | 0.8
O=C1CC(=C(c2ccccc2)c2ccccc2)C(=O)N1CCCN1CCN(c2cccc(Cl)c2)CC1 | 14% | -3% | -10% | 26% | -19% | -2.5% | 7% | -1.1% | i | 0.4
CCNc1nc(Oc2c(Cl)cccc2Cl)cc(C(F)(F)F)n1 | -15% | 4% | 8% | 0% | 17% | 0.0% | -4% | 0.4% | i | 1.2
O=C(NCc1nc2ccccc2[nH]1)c1cccs1 | 15% | -1% | 3% | -6% | -35% | -3.1% | -4% | -1.8% | i | 1.0
CN(c1ccccc1)S(=O)(=O)c1cccc(C(=O)OCC(=O)NCCCN2CCCC2=O)c1 | 6% | -2% | 9% | 0% | -50% | -3.3% | -3% | 0.2% | i | 0.2
O=C(O)Cc1ccc(NC(=O)c2ccc3c(c2)C(=O)N(CC2CCCO2)C3=O)cc1 (stereo not given) | 42% | 1% | -8% | 0% | -36% | -4.0% | -5% | 1.2% | i | 1.9
COc1ccc(N2CCN(c3oc(COc4ccc(Cl)cc4)nc3C#N)CC2)cc1 | 5% | 3% | -9% | -4% | -15% | -1.7% | 6% | -0.9% | i | 1.7
CC1(c2ccccc2)CC(C)(C)N(C(=O)CSc2nnc(N)s2)c2ccccc21 (stereo not given) | -3% | 7% | -14% | 7% | -11% | 14% | -1% | -2.1% | i | 1.3
Cc1ccc(NC(=S)N(CCN(C)C)Cc2cc3cc(C)ccc3[nH]c2=O)cc1 | -61%[20 µM] | -2% | 25% | 6% | -29% | / | -2% | -0.3% | i | 0.1
O=C(N/C(=C/c1cccc([N+](=O)[O-])c1)C(=O)N1CCCCCC1)c1ccco1 | -17% | -10% | 7% | 3% | -6% | -2.7% | -11% | -0.5% | i | 0.8
COc1cccc(/C=N\NC(=O)c2sc(N)nc2C)c1OC | -26% | 2% | 4% | 0% | -24% | 1.6% | 1% | 0.0% | i | 1.1
CCOCCc1nnc(NC(=O)C(C)Oc2ccccc2)s1 (stereo not given) | -23% | 1% | -14% | -7% | -60% | 4.7% | 4% | 0.6% | i | 0.5
C=CCNC(=O)CC(C)C(CCCCC)C(=O)O (stereo not given) | 4% | 0% | 11% | 0% | 1% | -3.2% | -2% | 11% | i | 1.0
Cc1cccc(NC(=O)CCS(=O)(=O)c2ccccc2)n1 | -37% | 7% | 4% | -5% | -12% | -1.3% | -11% | 0.3% | i | 3.6
Cc1cccn2c(=O)c3cc(C(=O)N(C)C)n(C)c3nc12 | -38% | 4% | 10% | 3% | 0% | 1.9% | 2% | 0.0% | i | 0.4
N#CCSc1nnc(COc2ccccc2)n1-c1ccccc1 | -45% | 3% | 5% | -9% | -10% | 2.3% | 22% | 1.0% | i | 1.6
Fc1ccc(-n2c(Cc3ccccc3)nnc2SCc2nc(-c3ccc(Cl)cc3)no2)cc1 | -27% | 1% | -4% | 5% | 1% | 7.2% | 4% | 1.4% | i | 1.0
COC(=O)CCCC(=O)N1CCCC(C(=O)c2ccc(-c3ccccc3)cc2)C1 (stereo not given) | -10%[20 µM] | 2% | 10% | 2% | 4% | -3.8% | -13% | -0.1% | i | 0.8
CC[n+]1c(C)sc2sc3ccccc3c21 | 13% | 1% | 10% | -8% | 2% | 0.1% | -2% | 7.6% | / | /
CCOc1ccc(C(=O)N(CN2CCCC2=O)c2ccccc2)cc1 | -21% | -3% | -13% | 2% | -1% | 7.8% | -8% | -0.7% | i | 3.0
COc1cccc(OCC(=O)Nc2ccccc2NC(C)=O)c1 | -10% | 1% | 8% | 3% | 5% | 4.9% | -5% | -0.4% | i | 0.9
O=P(Cc1ccccc1O)(c1ccccc1)c1ccccc1 | 2% | 1% | 3% | -8% | -2% | -4.3% | -3% | 2.4% | i | 1.3
CCSc1ncnc2c(C#N)c3n(c12)CCCCC3 | -22% | -2% | -2% | 10% | 4% | 0.4% | -3% | 0.4% | i | 0.4
C[C@H](NC(N)=O)C(=O)Nc1ccc2c(c1)OCO2 | -25% | -5% | -29% | -2% | 9% | 5.3% | -8% | -4.1% | i | 0.5
CCn1nnnc1SCC(=O)Nc1nc(-c2cccs2)cs1 | 14% | 14% | 18% | 15% | -5% | 6.4% | -9% | -0.1% | i | 0.3
